CCT modulator = changes cytosolic chaperonin activity; activity change, % (test concentration not listed), hits read low; 360,000 tested, 0.3% active; purified chaperonin ATPase assay, HTRF ADP detection, 30 min; AID 651819; in the data active means activity change below about -30%; further: on the % scale 0 is the no-effect control and ±100 the full control effect
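TRiC at 40 or 20 nM final (batch-dependent) in 30 mM Tris pH 7.4, 100 mM KCl, 5 mM MgCl2, 1 mM DTT, with compound at single 76 uM and 10 uM ATP, 30 min at 37 deg C. ADP detected by HTRF Transcreener, 665/615 ratio.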
Abeta yeast res = compounds reversing amyloid beta toxicity in yeast; yeast expressing A-beta42, growth rescue, OD600, 48 h; response scale: 0% DMSO, 100% iron-clioquinol control; Potency, µM (titrated, usually from 46.1 µM), without a hit: at the top dose growth rescue, actives largely listed as activators; 410,000 tested, 0.063% active; further: potency means the concentration at half of the fitted maximal effect; nearly all actives have a fitted effect of over 55% in size
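Yeast A-beta toxicity model in growth medium with pinned compounds, 48 h at 30 C; growth read as absorbance at 600 nm. Normalized to FeCl3/clioquinol equimolar mix (positive) and DMSO (negative).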
TGFb SMAD3 inh = inhibitors of TGF-b signaling; HepG2 CAGA-GFP TGF-b/SMAD3 reporter, GFP fluorescence, 18 h; TGF-beta stimulated, 500 pg/mL final; Potency, µM (highest dose often 46.1 µM), without a hit: at the top dose activity, negative = inhibition, usual class: inhibitors; 410,000 tested, 1.2% active; further: potency means the concentration at half of the fitted maximal effect; on the % scale 0 is the no-effect control and ±100 the full control effect; nearly all actives have a fitted effect of over 65% in size
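Per well, imaged GFP fluorescence of HEPG2 CAGA-GFP cells gives the signal; cells get compound, then TGF-beta (500 pg/mL final), 18 h at 37 degrees C; %Activity versus -TGF-beta and +DMSO controls.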
A549 viability = A549 cytotoxicity, counter-screen for Nrf2 inhibitors. A549 ARE-Fluc cells, CellTiter-Fluor viability, 18-24 h. Potency, µM (highest dose often 46 µM), inactives show top-dose activity change, negative = cytotoxicity, actives largely listed as inhibitors. 390,000 tested, 0.16% active. AID 504648; further: potency means the concentration at half of the fitted maximal effect; on the % scale 0 is the no-effect control and ±100 the full control effect
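Cytotoxicity counterscreen: CellTiter-Fluor fluorescence was measured in A549 ARE_Fluc cells after 18-24 h of compound exposure in a concentration series. The subsequent BugLite luminescent read reports ARE-luciferase activity.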
Nrf2 ARE act = activates Nrf2 signaling; Potency, µM (doses to about 46.1 µM), for the others: top-dose activation, hits mostly activators; 410,000 tested, 0.31% active; AREc32 ARE-luciferase reporter (MCF7-derived line), luminescence, 24 h; AID 624171; further: potency means the concentration at half of the fitted maximal effect; % of control where 0% means no effect; nearly all actives have a fitted effect of over 65% in size
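For detection, Steady-Glo was added and plates sat 30 min at RT; before that, AREc32_Fluc cells grown overnight in OPTI-MEM/5% FBS had been treated with 23 nL compound for 24 hr at 37 deg C.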
Akt phos inh = blocks phosphorylation of Akt | AID 651550 | activity change, % for hits at 50 µM | 360,000 tested, 0.32% active | Neuro2A IGF-stimulated pAkt S473 HTRF, 20 min; stronger effect = lower value; in the data active means activity change below about -80%; inconclusive means mostly about -51% to -80%; further: on the % scale 0 is the no-effect control and ±100 the full control effect
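Neuro2A cells (4,500/well, DMEM with 0.5% FBS) were treated with compound at a single 50 µM final concentration, stimulated with 6 nM IGF for 20 min at 37 °C, and lysed. Phospho-Akt Ser473 was read by HTRF as 665/615 ratio ×10^4.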
Mm-Cpn inhibitor = blocks the Methanococcus maripaludis chaperonin Mm-Cpn; purified Mm-Cpn ATPase, ADP Transcreener TR-FRET; Potency, µM (titrated, usually from 76.9 µM), for inactives: at the top dose activity, negative = inhibition, usual class: inhibitors; 330,000 tested, 0.031% active; further: potency means the concentration at half of the fitted maximal effect; on the % scale 0 is the no-effect control and ±100 the full control effect; nearly all actives have a fitted effect of over 80% in size
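Reaction buffer contained 30 mM Tris pH 7.4, 100 mM KCl, 5 mM MgCl2 and 1 mM DTT. Mm-CPN (25 nM final) hydrolysed 10 uM ATP over 30 min at 37°C; ADP was read by HTRF.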
Nrf2 block = Nrf2 pathway inhibition | A549 ARE-Fluc reporter, luciferase luminescence, 18-24 h | Potency, µM (titrated, usually from 46 µM), inactives show at the highest dose activity change, negative = inhibition, actives largely listed as inhibitors | 360,000 tested, 2.1% active | AID 504444; further: potency means the concentration at half of the fitted maximal effect; on the % scale 0 is the no-effect control and ±100 the full control effect; nearly all actives have a fitted effect of over 60% in size
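Concentration-response testing used A549 ARE_Fluc cells at 5000 cells/well. Following an 18-24 h compound incubation, viability was read by fluorescence (Ex 405/Em 525) and luciferase output by luminescence.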
HepG2 tox = kills HepG2 cells in TGF-b inhibitor counter-screen | HepG2 CAGA-GFP viability, ATP luminescence, 18 h | Potency, µM (doses to about 46.1 µM), without a hit: top-dose activity change, negative = cytotoxicity, most hits filed as cytotoxic | 410,000 tested, 0.76% active | AID 588856; further: potency means the concentration at half of the fitted maximal effect; some results filed as inactive show a strong effect at the top dose
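HepG2 CAGA-GFP cells (1000/well, DMEM with 1% FBS) received compound, then TGF-beta at 500 pg/mL final, and were incubated 18 hours at 37 degrees C. Viability was read by CellTiter-Glo luminescence. Media-only wells were set as complete cell-killing and DMSO as no toxicity.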
* = called active by the depositor; i = inactive; ? = inconclusive; · = no result given; & = joins results of further samples; [ ] = another dose, or the depositor's remark. Unless noted, the call rests on the fitted dose curve; in most records, active means well fitted curve in the direction sought with a large enough effect; inconclusive means small, poorly fitted or top-dose-only effect, or another doubt; inactive means no such curve, though single readings can be large; an effect the other way counts as inactive or inconclusive.

molecule	CCT modulator	Abeta yeast res	TGFb SMAD3 inh	A549 viability	Nrf2 ARE act	Akt phos inh	Mm-Cpn inhibitor	Nrf2 block	HepG2 tox
O=C(COC(=O)/C=C/c1ccc(C(F)(F)F)cc1)Nc1ccc2[nH]c(=O)[nH]c2c1	0.5	-41%[inhibitor]	-4%	3%	1.6%	i	-1%	2%	3.5µM*
O=C1NCN(CCO)CN1	-0.4	8%	11%	0%	0.2%	i	-4%	-11%	2%
CCc1cc(-c2[nH]ncc2-c2nc3ccccc3n2C)c(O)cc1O	-6.3	2%	-22%	13%	-1.4%	i	2%	4%	-20%
Cc1cc(C)nc(NCC(O)CNc2ccccc2Cl)n1 (centres undefined)	1.1	33%	-7%	-6%	-0.1%	i	-1%	?	-7%
CCCSc1ccc([C@@H]2[C@H]3C(=O)N(CC)C(=O)[C@H]3[C@]3(C(=O)OC)CCCCN23)cc1OC	1.3	9%	-27%	12%	5.0%	i	-10%	-9%	-28%
CCOc1ccc(C(=O)Nc2cc(-c3nc4ccccc4[nH]3)ccc2C)cc1[N+](=O)[O-]	-0.6	-16%	-21%	0%	3.7%	i	1%	·	-26%
Cc1nn(CC(C)C)c(Cl)c1C(=O)N(C)CC(=O)Nc1c(Cl)cccc1Cl	-2.2	-3%	-2%	7%	-0.2%	i	-2%	4%	19%
Cc1cccc(-n2ccc(=O)c(C(=O)Nc3ccc(S(=O)(=O)Nc4nccs4)cc3)n2)c1	-0.5	6%	-4%	-6%	0.1%	i	2%	-17%	4%
NS(=O)(=O)c1ccc(CCNC(=O)CSc2nc3ccccc3c(=O)n2CCN2CCOCC2)cc1	-1.2	8%	-2%	1%	-0.9%	i	2%	-9%	-12%
COc1ccc(C(C(=O)NCC2CCCO2)N(C(=O)Cn2nnc3ccccc32)c2ccc(NC(C)=O)cc2)cc1 (centres undefined)	-1.1	6%	-2%	-16%	-0.7%	i	0%	-14%	-2%
COCCN(CC(=O)Nc1cccc(C)c1C)C(=O)C1(c2ccc(Cl)cc2)CCC1	2.5	?	?	-9%	-0.5%	i	0%	?	0%
CC(=O)NC(Cc1ccccc1F)C(=O)NC1CCN(c2ncccc2[N+](=O)[O-])CC1 (centres undefined)	0.2	5%	-20%	-14%	-0.4%	i	2%	?	5%
CC(C)C(=O)NC(=S)NCC(=O)c1ccccc1	-0.2	-9%	1%	1%	-0.2%	i	2%	2%	2%
COc1ccc(C(=O)C[N+]2(C)CCOCC2)cc1	1.6	-19%	-1%&-22%	-9%	-1.0%	i	2%	2%	-2%&0%
COC(=O)C1C(=O)CC(C)(O)C(C(=O)OC)C1c1ccc2c(c1)OCO2 (centres undefined)	1.4	2%	1%	2%	-0.1%	i	-1%	14%	-15%
C=CCn1c(COc2cccc(C)c2)nnc1SCC(=O)c1c[nH]c2c(CC)cccc12	-0.3	25%	11%	11%	-0.8%	i	1%	11%	12%
CCCNC(=O)CNC(=O)c1ccc(C#N)cc1	-2.3	-7%	7%	-3%	-0.1%	i	0%	-11%	-9%
COc1ccc(CCNC(=O)c2cccn2C)cc1	-1.3	-6%	5%	2%	-0.5%	i	-9%	?	-5%
O=C(Nc1ccc([N+](=O)[O-])cc1Cl)c1cc(Br)ccc1O	·	·	?	-6%	·	·	·	?	-8%
OC[C@@H]1CN(Cc2ccc(F)cc2)C[C@H](n2cnc3c(NCc4ccco4)ncnc32)O1	0.5	-13%	-3%	·	3.5%	i	·	·	-14%
Cc1ccc(OCC(=O)NC(=S)Nc2cccc(C)n2)cc1	-4.3	1%	-8%	0%	0.2%	i	1%	-5%	-56%
Cc1ccccc1Nc1c(-c2ccc(Cl)cc2)nc2c(C)cccn12	·	-16%	55%[activator]	-1%	-0.3%	·	·	8%	151%
Cc1cccc(/C(N)=N/OC(=O)c2ccc(F)cc2)c1	1.9	5%	4%	2%	-0.1%	i	2%	?	10%
CCCOc1ccc(C2c3c(oc4cc(C)c(C)cc4c3=O)C(=O)N2CCCN2CCOCC2)cc1 (centres undefined)	0.8	22%	-19%	-5%	0.5%	i	-4%	3%	-7%
Cc1ccnc(NCc2ccc(Br)cc2)c1	-1.5	8%	-1%	0%	-0.6%	i	2%	2%	-17%
Cc1ccccc1OCC(=O)N(Cc1ccc(N(C)C)cc1)CC1CCCO1 (centres undefined)	·	-40%	-4%	1%	3.7%	·	·	-24%	-17%
Cc1cc(C(F)(F)F)nc(SCC(=O)Nc2ccccc2)n1	2.0	29%	-2%	0%	-0.1%	i	2%	?	-2%
CC(=O)c1ccc(NC(=O)c2c3c(nc4ccccc24)C(=O)N(C2CCCCC2)C3)cc1	·	-20%	15%	-1%	3.7%	·	·	-27%	-1%
CCOC(=O)c1nn(-c2ccccc2)c2nc(-c3ccc(OC)cc3)c(C#N)c(=O)n12	1.8	-9%	7%	-6%	2.0%	i	-2%	-1%	3%
O=C(CN1CCN(S(=O)(=O)c2cc(Cl)ccc2Cl)CC1)Nc1ccc2c(c1)OCCO2	3.5	5%	4%	3%	5.4%	i	-2%	?	-22%
CSc1ccc(CCNC(=O)C2CCCN(S(=O)(=O)N(C)c3ccc(F)cc3)C2)cc1 (centres undefined)	·	7%	?	-6%	-0.7%	·	·	?	-30%
CCc1ccc(C(=O)c2cn(CC(=O)Nc3ccc(OC)c(Cl)c3)c3nc(C)ccc3c2=O)cc1	·	-10%	-7%	0%	-0.1%	·	·	-2%	-28%
Cc1ccccc1NC(=O)CSc1nc(=O)n(CCN2CCOCC2)c2c1CCCC2	-2.4	1%	3%	1%	-0.4%	i	-1%	?	0%
CC(=O)c1ccc(N=Nc2c(C)[nH][nH]c2=O)cc1	-3.0	15%	12%	-26%	4.1%	i	·	-27%	-14%
Cc1cc(NC(=O)c2cc(C)on2)no1	-0.8	6%	5%	-4%	-0.2%	i	0%	·	1%
CCOc1cc(/C=C2\C(=N)N3N=C(N4CCCCC4)SC3=NC2=O)ccc1OC(=O)c1ccco1	-0.9	1%	11%	-10%	-0.6%	i	-3%	8%	-1%
COc1cccc(/C=C2\SC(=S)N(CC(=O)N(C)C3CCS(=O)(=O)C3)C2=O)c1 (centres undefined)	0.1	20%	1%	-6%	7.3%	i	-6%	3%	2%
CC[C@@]1(c2cccc(C)c2)C(=O)N(C(=O)OC)N1C(=O)OC	2.6	10%	-24%	-9%	-0.2%	i	1%	?	-5%
COc1ccccc1CN1C[C@@H]2C[C@@H](c3ccc(Cl)cc3)N3CCC[C@@]23C1=O	-0.1	-4%	?	-1%	0.1%	i	-3%	-2%	-32%
CC1=CC(C)(C)N(C(=O)CNC2CCCC2)c2cc(C)ccc21	0.6	-20%	-17%	3%	3.4%	i	-3%	-6%	-39%
O=C(O)c1ccc(CN(c2ccccn2)S(=O)(=O)c2ccccc2)cc1	-0.7	16%	-3%	-2%	0.1%	i	-2%	-14%	2%
O=C1Nc2ccc(F)cc2C12Nc1ccccc1-c1nnc(SCc3ccccc3F)nc1O2 (centres undefined)	3.5	-30%	?	18%	5.7%	i	-2%	-4%	-12%
CCc1ccccc1NC(=O)c1ncoc1-c1ccco1	·	-13%	-19%	-3%	?	·	·	·	-5%
CCN(C(=O)CN1CCCc2cc(C)ccc21)c1c(N)n(Cc2ccccc2)c(=O)[nH]c1=O	-1.0	-11%	-14%	12%	0.4%	i	·	?	-11%
O=C(COC(=O)CNS(=O)(=O)c1ccccc1)NC12CC3CC(CC(C3)C1)C2	-0.1	7%	-9%	8%	-0.2%	i	2%	0%	-11%
Cc1nc2ccccn2c1P(=Nc1ccccc1)(N(C)C)N(C)C	0.4	-2%	-2%	?	-0.6%	i	2%	16%	-4%
CCCNC(=O)C(Cc1cccc(OC)c1)NC(=O)c1ccc(C(C)(C)C)cc1 (centres undefined)	-1.7	-16%	1%	-2%	7.2%	i	-1%	1%	-3%
Cc1cc(O)c(C(=O)/C=C/c2c(F)c(F)c(F)c(F)c2F)c(=O)o1	-0.7	-20%	-19%	-2%	?	i	-2%	21%	-20%
Cc1cc(C)cc(OCC(=O)OCC(=O)c2ccc3c(c2)NC(=O)CO3)c1	-0.6	15%	-7%	1%	-0.3%	i	-2%	0%	-17%
COc1ccc(N(C(=O)CNC(=O)c2ccco2)C(C(=O)NC2CCCCC2)c2cccnc2)cc1 (centres undefined)	0.5	8%	0%	-7%	-0.8%	i	-18%	-26%	-52%
COc1ccc(CN2C(=O)C(Cc3ccccc3)Nc3ncnc(N4CCOCC4)c32)cc1 (centres undefined)	-1.7&2.0	8%&15%	1%&-6%	-7%	3.0%&-0.5%	i	-3%	-3%	-14%&-5%
CCN(CC)C(=O)COc1ccc(Br)cc1Cl	0.1	-2%	?	-1%	-1.1%	i	-3%	-1%	-3%

Profiles from above. Values in the order: CCT modulator, Abeta yeast res, TGFb SMAD3 inh, A549 viability, Nrf2 ARE act, Akt phos inh, Mm-Cpn inhibitor, Nrf2 block, HepG2 tox
Results for CC(=O)c1ccc(N=Nc2c(C)[nH][nH]c2=O)cc1 : -3.0, 15%, 12%, -26%, 4.1%, i, ·, -27%, -14%
Results for CCOc1cc(/C=C2\C(=N)N3N=C(N4CCCCC4)SC3=NC2=O)ccc1OC(=O)c1ccco1 : -0.9, 1%, 11%, -10%, -0.6%, i, -3%, 8%, -1%
